Bioassay records deposited in PubChem BioAssay by several laboratories.
CSM14.1 death rescue = rescue of cells from ER stress-induced death, primary screen, 384-well, CSM14.1, thapsigargin, ATP luminescence (AID 1222) | CSM14.1 thapsigargin-induced death rescue, ATP luminescence; higher % means a stronger effect | one-dose cellular ATP content (survival), % at 20 µM; EC50 in µM for titrated hits | 190,000 tested, under 10 active;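 active means EC50 below 50 µM in the dose-response confirmation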;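 further: death triggered by thapsigargin at about 15 µM added after 2 h compound pretreatment; cell ATP read after overnight thapsigargin exposure of roughly 18 to 22 hours; normalized against plate controls of thapsigargin alone and 5% DMSO vehicle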
human PMI inhibitors = MPI inhibition at elevated mannose 6-phosphate – biochemical, fluorescence intensity, high mannose 6-phosphate, primary screen (AID 1220); recombinant PMI enzyme, coupled fluorescence intensity; higher % means a stronger effect; inhibition, % at 20 µM; hits with a dose series show IC50 in µM; actives 0.66% (n = 190,000)
RSV CPE inhibition = inhibition of RSV-induced cytopathic effect – HEp-2 cells, primary 10 µM value included (AID 2391); actives 0.13% (n = 310,000); CPE inhibition, % at 10 µM, or IC50 in µM where a hit was titrated; HEp-2 cells, RSV-induced CPE inhibition; higher % means a stronger effect; in the data active means a potency from the dose series; inconclusive means CPE inhibition mostly from about 23% at the one dose, without a potency; inactive means the rest, 99 in 100 with CPE inhibition below about 21%; further: strong numbers were not always called active
West Nile virus CPE = inhibition of WNV-induced cytopathic effect – cell-based, CPE readout (AID 1621). one-dose CPE inhibition, % at 10 µM; IC50 in µM for titrated hits. actives 0.02% (n = 290,000). West Nile virus-infected cells, CPE inhibition; higher % means a stronger effect; in the data active means a potency from the dose series; inconclusive means CPE inhibition mostly from about 3.7% at the one dose, without a potency; inactive means the rest, 99 in 100 with CPE inhibition below about 2.2%; further: strong numbers were not always called active
TNAP activation fold = stimulation of alkaline phosphatase TNAP activity – biochemical, luminescent, no phosphate acceptor, uHTS, primary screen (AID 1001); purified TNAP, luminescent activation assay, no phosphate acceptor; higher activation fold means a stronger effect; one-dose activation fold at 20 µM; EC50 in µM for titrated hits; actives 0.03% (n = 200,000); in the data active means activation fold from about 3, or a potency from the dose series; inactive means the rest, 99 in 100 with activation fold below about 1.6; further: many of its hits are not listed in these tables
PhoP inhibition = PhoP-dependent GFP reporter repression – Salmonella Typhimurium, primary screen (AID 1863). S. Typhimurium PhoP-regulated promoter GFP reporter, 4 h; higher % means a stronger effect. inhibition, % at 50 µM, or IC50 in µM where a hit was titrated. actives 0.16% (n = 300,000);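 active means inhibition over 29.93%, a cutoff 3 SD above the screen mean, later confirmed by dose response; inconclusive means inhibition over 29.93% but no dose response follow-up; inactive means inhibition at most 29.93% or unconfirmed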;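 further: 0% = low Mg2+ inducing control and 100% = high Mg2+ repressing control; strong numbers were not always called active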
Ins promoter up = MIN6 insulin promoter up-regulation | z-score at 5 µM | MIN6 insulin promoter-GFP reporter, high-content imaging; stronger effect = higher value | actives 0.3% (n = 190,000);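 active means z-score above 3 at 5 µM with at least 500 cells counted in the well; inconclusive means wells under 500 cells, flagged as cytotoxic or low count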
PMI inhibitors = inhibitors of human PMI, primary screen, biochemical, fluorescence intensity, coupled assay (AID 1209); inhibition, % at 20 µM, or IC50 in µM where a hit was titrated; purified PMI enzyme, coupled fluorescence intensity; higher % means a stronger effect; actives 0.42% (n = 190,000);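 further: plate controls were DMSO vehicle for no effect and wells lacking substrate for full effect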
Large T inhibition = SV40 large T antigen inhibitors, biochemical (AID 1903); SV40 large T antigen ATPase/helicase inhibition assay; higher % means a stronger effect; actives 0.39% (n = 310,000); one-dose inhibition, % at 20 µM; IC50 in µM for titrated hits; in the data active means a potency from the dose series; inconclusive means inhibition mostly from about 32% at the one dose, without a potency; inactive means the rest, 99 in 100 with inhibition below about 32%; further: strong numbers were not always called active
Ins promoter up cell count = also measured in Ins promoter up; calls as there; cell count; measured here: cytotoxicity, nuclei count;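 total cells summed across four imaged fields per well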
* = called active by the depositor; ? = inconclusive; / = no result given. Unless noted, no stated cut-off is given here; in the data, active means inhibition above about 50%; inactive means the rest.

Each structure is followed by: CSM14.1 death rescue, human PMI inhibitors, RSV CPE inhibition, West Nile virus CPE, TNAP activation fold, PhoP inhibition, Ins promoter up, Ins promoter up cell count, PMI inhibitors, Large T inhibition
Cc1c(C)c2ccc(OCC(=O)Nc3ccc(S(N)(=O)=O)cc3)c(C)c2oc1=O
    /, /, 3.9%, 1.6%, /, 0%, /, /, /, -8%
C/C(=N\NC(=O)C1CC1)c1cccc(NC(=O)c2cccc(Cl)c2)c1
    -0.9%, 6%, 0.5%, 1.4%, 1.2, 3%, 0.03, 1548, 9%, 4%
Cc1c(OC(=O)c2ccc([N+](=O)[O-])cc2)c2c(c[n+]1C)COC(C)(C)OC2
    0.1%, -5%, 0.2%, 0.2%, 1.1, 3%, 0.45, 1533, -24%, 0%
Cc1cc(OCCn2cc(/C(N)=N/O)c3ccccc32)ccc1Cl
    1.5%, 6%, 2.1%, 0.9%, 0.9, -3%, /, /, 5%, 2%
Fc1ccc(CNC(=S)NCc2ccccc2)cc1
    /, /, -0.9%, -0.4%, /, 9%, /, /, /, -5%
Fc1ccc(N2CCN(Cc3nnc(-c4ccccc4)o3)CC2)cc1
    -2.0%, -5%, 20%, -0.1%, 1, 3%, 0.31, 1401, 0%, 10%
Cc1ccc(-c2csc(NC(=O)c3ccco3)n2)cc1C
    /, /, ?, -0.9%, /, -3%, /, /, /, 26%
Cc1cc([N+](=O)[O-])nn1CC(=O)NNC(=S)Nc1ccc(Cl)cc1
    -1.6%, 0%, -1.1%, 0.0%, 2.4, -3%, -0.14, 1611, -4%, ?
CCc1sc(C(=O)NCc2ccco2)cc1Br
    /, /, 4.5%, -0.3%, /, 3%, /, /, /, 23%
O=C(NC1CC1)C1=C[C@@H](C2CCCCC2)C[C@@H](OCc2ccc(CO)cc2)O1
    1.5%, -5%, 1.5%, -1.2%, 1.1, -9%, -0.36, 1372, 3%, 2%
CC1CCc2c(sc(/N=C/N(C)C)c2C#N)C1 (stereo not given)
    -0.6%, -3%, 6.7%, -0.6%, 1.2, 6%, 1, 1251, -3%, -2%
O=C(Nc1ccc(C(=O)NCc2ccccc2)cc1)C1=CSCCO1
    /, /, 1.7%, 0.1%, /, -10%, /, /, /, 10%
Cc1ccc(N=C2c3ccccc3C(=O)C2[N+](=O)[O-])cc1C (stereo not given)
    1.0%, -4%, -0.2%, -0.2%, 1, -7%, -0.41, 1341, -32%, 16%
CCn1c(=O)c2cc(C(=O)N3CCCC3)sc2c2ccccc21
    -5.0%, 3%, /, /, 1.1, 2%, -0.4, 1358, 16%, 5%
CC1(C)CC(=O)C(C=NCCCn2ccnc2)=C(O)C1
    -0.6%, 11%, 0.7%, 1.0%, 1.1, -1%, 0.6, 1412, 10%, 0%
O=C(CCl)NC(=O)NC12CC3CC(CC(C3)C1)C2
    -2.1%, -14%, -0.9%, 0.3%, 0.9, -15%, /, /, -9%, 3%
Cc1cc(C(=O)NCCc2ccccc2)ccc1[N+](=O)[O-]
    -1.0%, 14%, 4.3%, -0.9%, 1.1, -3%, 0.08, 1744, 11%, 1%
Cc1ccc(C)c(NS(=O)(=O)c2cc(C(=O)NCc3ccccn3)ccc2Cl)c1
    2.6%, 2%, 1.7%, -1.1%, 1.1, 23%, /, /, 11%, 12%
COc1ccc(OC)c(NC(=O)C2CCN(S(=O)(=O)c3ccc4c(c3)CC(C)N4C(C)=O)CC2)c1 (stereo not given)
    /, /, 1.9%, -0.4%, /, -3%, /, /, /, -6%
CCCCn1c(=O)c(CCC(=O)OCC(=O)NC(=O)NCCOC)nc2ccccc21
    -0.6%, -8%, 2.1%, 0.3%, 1, -1%, -0.5, 1282, -12%, 4%
COc1ccc(-n2ccnc2SCC(=O)NCc2ccc(F)cc2)c(OC)c1
    -3.7%, -6%, -0.1%, -1.3%, 1.2, 0%, -0.63, 1382, -2%, 25%
CCC(C(=O)NC1CCCC1)N(C(=O)c1snc(C(N)=O)c1N)c1ccc2c(c1)OCCO2 (stereo not given)
    -1.0%, 11%, -2.3%, -0.4%, 1.1, 16%, -0.31, 1110, 6%, 7%
CC1(C)C2([N+](=O)[O-])CN3CC1([N+](=O)[O-])CN(C2)C3c1ccccc1 (stereo not given)
    -0.5%, 3%, 0.1%, 1.1%, 1.1, 29%, -0.8, 1700, 6%, -1%
CC1CN(CCC(=O)Nc2ccc3c(c2)CCC3)CC(C)O1 (stereo not given)
    2.3%, -3%, -2.2%, -0.7%, 1.1, 7%, -0.06, 1012, -6%, 11%
Cc1ccc(-c2ccc(SCC(=O)c3ccccc3)nn2)cc1
    3.1%, -14%, 3.2%, -0.6%, 1.2, 3%, -0.33, 1434, -5%, 25%
O=C(Nn1cnc2ccccc2c1=O)c1c(F)cccc1F
    /, /, 2.1%, 0.0%, /, -1%, /, /, /, 6%
O=c1c2[nH]c3ccccc3c2ncn1Cc1ccccn1
    1.3%, 2%, 1.1%, /, 1.1, 1%, 0.26, 927, 4%, 11%
COC(=O)c1cn(-c2ccc(F)cc2)c(=O)c2ccccc12
    -0.5%, 10%, 3.8%, -0.8%, 1.1, -7%, -0.63, 1600, 5%, 9%
CC(NC(=O)CC1CCCCC1)c1ccccc1 (stereo not given)
    /, /, 1.6%, -1.0%, /, -2%, /, /, /, -6%
COP(=O)(OC)c1nc(-c2cccc3ccccc23)oc1N1CCOCC1
    -2.7%, 12%, 3.4%, -0.7%, 1.2, 4%, 1.2, 1300, 15%, 5%
O=C(NNC(=S)NC(=O)c1ccc(Br)cc1)c1ccc([N+](=O)[O-])cc1
    /, /, -1.6%, 0.7%, /, 5%, /, /, /, 11%
COCCN(C(=O)COC(=O)COc1ccc(Cl)c(C)c1)c1c(N)n(Cc2ccccc2)c(=O)[nH]c1=O
    /, /, 1.5%, 0.2%, /, 1%, /, /, /, 3%
CCOc1cc(S(=O)(=O)n2cnc(C)c2)ccc1Cl
    3.6%, 1%, 1.3%, 0.0%, 1.1, -2%, -0.16, 1235, 4%, -4%
O=C(O)CCCCCNC(=O)c1ccccc1Br
    0.0%, 11%, 2.2%, -0.3%, 1.1, -1%, /, /, 5%, 7%
CCCCCn1c(CN2CCN(c3cccc(Cl)c3)CC2)nc2c1c(=O)[nH]c(=O)n2C
    1.5%, 7%, 7.2%, -0.9%, 1.1, -10%, -1, 1234, 11%, 8%
COc1ccc(/C=C/C(=O)NC(=S)NNC(=O)Cc2cccs2)cc1
    0.1%, -20%, 17%, /, 0.9, -4%, 0.74, 924, -20%, 10%
Cc1ccc(-c2nc(S(=O)(=O)c3ccc(F)cc3)c(SCC(=O)NCC3CCCO3)o2)cc1 (stereo not given)
    -2.7%, 6%, 1.5%, -0.8%, 1.1, -13%, 0.71, 1118, 3%, 1%
c1ccc(SCc2nc3ccccc3[nH]2)cc1
    -0.3%, 8%, -0.4%, 0.1%, 1.2, 13%, /, /, 4%, -1%
O=C(NC1CCCc2ccccc21)c1cccnc1 (stereo not given)
    -2.2%, 4%, 1.2%, 0.1%, 1.1, -1%, 0.1, 1132, 1%, 10%
O=C(Cn1cnc2ccccc2c1=O)c1cccs1
    -1.1%, -6%, 1.0%, 0.0%, 1.2, 8%, 0.5, 957, -4%, -3%

An excerpt from above in order of molecular weight, smallest number first.
Each structure is followed by: CSM14.1 death rescue, human PMI inhibitors, RSV CPE inhibition, West Nile virus CPE, TNAP activation fold, PhoP inhibition, Ins promoter up, Ins promoter up cell count, PMI inhibitors, Large T inhibition
Cc1ccc(-c2csc(NC(=O)c3ccco3)n2)cc1C
    /, /, ?, -0.9%, /, -3%, /, /, /, 26%
Fc1ccc(N2CCN(Cc3nnc(-c4ccccc4)o3)CC2)cc1
    -2.0%, -5%, 20%, -0.1%, 1, 3%, 0.31, 1401, 0%, 10%
CCC(C(=O)NC1CCCC1)N(C(=O)c1snc(C(N)=O)c1N)c1ccc2c(c1)OCCO2 (stereo not given)
    -1.0%, 11%, -2.3%, -0.4%, 1.1, 16%, -0.31, 1110, 6%, 7%

(more compounds)
Each structure is followed by: CSM14.1 death rescue, human PMI inhibitors, RSV CPE inhibition, West Nile virus CPE, TNAP activation fold, PhoP inhibition, Ins promoter up, Ins promoter up cell count, PMI inhibitors, Large T inhibition
O=C(Cn1cnc2ccc(Br)cc2c1=O)c1cccs1
    -1.5%, 6%, /, -0.1%, 1.1, 0%, /, /, 14%, 5%
O=C(Cn1c(=O)c2cccn2c2ccc(F)cc21)NCCCN1CCN(c2ccccc2F)CC1
    /, /, -0.3%, -0.6%, /, -1%, /, /, /, -3%
CCOC(=O)/C=C1\SCC(=O)N1CC(=O)NCc1ccc(OC)c(OC)c1
    0.4%, -11%, 0.5%, 0.4%, 1.2, 15%, -0.83, 1282, -5%, -4%
COc1cc2c(cc1OC)C(c1cccs1)N(C(=O)c1cccc(S(=O)(=O)N(C)C)c1)CC2 (stereo not given)
    /, /, 1.7%, 1.1%, /, -5%, -0.16, 1096, /, 22%
CCCCNC(=O)c1ccccc1NC(=O)C1=C(C)OCCS1
    /, /, -0.2%, -1.1%, /, 1%, /, /, /, 21%
Cc1ccc(Cl)cc1N1CCN(C(=O)CN(c2ccccc2)S(=O)(=O)N(C)C)CC1
    -0.5%, 3%, 2.6%, -1.4%, 1, 10%, /, /, 6%, -9%
CCOC(=O)CCc1c(C)nc(SCC(=O)O)c(C#N)c1C
    -1.2%, -34%, 1.4%, -0.2%, 1.1, 6%, -0.39, 1315, -18%, -1%
COc1ccc(/C=C/CN2CCN(Cc3ccccc3)C(CCO)C2)cc1 (stereo not given)
    -1.8%, -1%, -1.5%, -1.2%, 1.1, 8%, -1.3, 1278, 2%, 17%
COc1ccc(/C=C(/NC(=O)c2ccccc2)C(=O)NC2CCS(=O)(=O)C2)cc1 (stereo not given)
    -1.0%, 6%, 1.2%, 0.2%, 1.1, -7%, 0.23, 1320, 5%, 4%
CCOc1ccc(/C=N/N(C)c2ccccc2)cc1OC
    -0.6%, 8%, 5.1%, 0.4%, 1.1, 4%, 0.34, 835, 16%, 3%
COc1ccc(CCNC(=O)C/C(C)=N/NC(=O)C23CC4CC(CC(C4)C2)C3)cc1OC
    -2.7%, -3%, 0.9%, 2.6%, 1.1, -25%, 0.19, 1658, 5%, 5%
CC(C)(C)c1ccc(C(=O)NCC(=O)N/N=C/c2ccccc2OCC(=O)O)cc1
    0.4%, -20%, 0.1%, 0.0%, 1, -3%, -0.07, 1563, -21%, 0%
CC(C)c1ccc(NC(=O)C2CC3CCC2C3)cc1 (stereo not given)
    /, /, 12%, -0.5%, /, 8%, /, /, /, 7%
Cc1cc(C)c(N2C(=NC(=O)CCCC(=O)O)SC3CS(=O)(=O)CC32)c(C)c1 (stereo not given)
    -0.6%, 1%, 1.1%, -0.1%, 1, -2%, 1.2, 1279, -4%, -2%
